HP1b binding inh: blocks HP1-beta chromodomain binding to methylated histone tails; P83916; AlphaScreen HP1-beta / biotin-H3K9me3 peptide binding; Potency, µM (highest dose often 114 µM), without a hit: at the top dose activity change, negative = inhibition, actives largely listed as inhibitors; hit rate 0.56% among 390,000; AID 540317; note: potency is the fitted concentration of half-maximal effect; nearly all actives have a fitted effect of over 70% in size; inactives centre near 23
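AlphaScreen: HP1-beta (50 nM) preformed 30 min with biotin-H3(1-18)K9me3 peptide (50 nM) in PBS pH 7.4, 0.01% Tween-20. Compound added for 30 min at RT, then streptavidin donor/nickel chelate acceptor beads (10 ug/mL) for 30 min.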
RGS4 inhibitor: blocks human RGS4-accelerated GTP hydrolysis; P49798; Transcreener GDP fluorescence polarization, RGS4-accelerated GTP hydrolysis; Potency, µM (titrated, usually from 114 µM), without a hit: at the top dose activity change, negative = inhibition, actives largely listed as inhibitors; hit rate 0.039% among 390,000; AID 504845; note: potency is the fitted concentration of half-maximal effect; % is set by controls: 0 for no effect and ±100 for the full control effect; nearly all actives have a fitted effect of over 75% in size; some results filed as inactive show a strong effect at the top dose
Target sequence (P49798 whole entry, looked up): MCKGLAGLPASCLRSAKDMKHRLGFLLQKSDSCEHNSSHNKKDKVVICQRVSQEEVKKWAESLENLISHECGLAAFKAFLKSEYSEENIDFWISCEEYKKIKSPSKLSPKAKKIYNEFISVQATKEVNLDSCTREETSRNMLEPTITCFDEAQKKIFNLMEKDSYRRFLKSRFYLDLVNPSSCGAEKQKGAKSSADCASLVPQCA
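MLSMR compounds (23 nl, pin-transferred) preincubated 10 min at room temperature with a 500nM (2x) first reagent, then RGS4 at 900nM (2x) plus Transcreener GDP mix added; fluorescence polarization (620/688 nm) read before and after 90 min at 30 °C.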
GLS inh: glutaminase GLS (human) inhibition | AID 624170 | Potency, µM (series often up to 45.5 µM), without a hit: at the top dose activity change, negative = inhibition, actives largely listed as inhibitors | hit rate 0.21% among 410,000 | GLS enzymatic activity, qHTS titration; note: potency is the fitted concentration of half-maximal effect; % is set by controls: 0 for no effect and ±100 for the full control effect
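Two-point fluorescence kinetic (t0, 30 min RT) for hKGA; glutamate detected via glutamate oxidase–HRP–Amplex Red. Substrate: 1 mM L-glutamine solution; buffer 45 mM KH2PO4, pH 8.2.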
ALOX12 inh: blocks human arachidonate 12S-lipoxygenase; hit rate 1.1% among 580,000; P18054; AID 1671190; purified 12hLO, xylenol orange hydroperoxide absorbance; Potency, µM (doses to about 108 µM), without a hit: top-dose activity change, negative = inhibition, hits mostly inhibitors; note: potency is the fitted concentration of half-maximal effect; % is set by controls: 0 for no effect and ±100 for the full control effect
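Purified human 12hLO at 150 nM in 25 mM Hepes, 0.01% Triton X-100, pH 7.0, preincubated 15 min at room temperature with compound. Reaction started with 40 uM arachidonic acid, 30 min at room temperature. Hydroperoxide measured by Fe-xylenol orange, 573/405 nm absorbance ratio.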
ERG Ets-DNA blk: ERG Ets/DNA interaction inhibition. Potency, µM (doses to about 76.9 µM), for inactives: top-dose FP activity, negative = inhibition, usual class: inhibitors. fluorescence polarization, His-ERG Ets domain / labelled DNA. hit rate 0.028% among 370,000; active = well fitted inhibition curve with a large enough effect in the polarisation, with a control signal flat; inconclusive = small, poorly fitted or top-dose-only effect, or effect the other way, or a change in a side signal; inactive = no such curve, though single readings can be large or run the other way; the % refers to the polarisation;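 note: polarization taken with two DNA probes labelled with fluorescein and Texas red; potency is the fitted concentration of half-maximal effect; % of control where 0% means no effect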
Target sequence (P11308 whole entry, looked up, the tested form may be a part): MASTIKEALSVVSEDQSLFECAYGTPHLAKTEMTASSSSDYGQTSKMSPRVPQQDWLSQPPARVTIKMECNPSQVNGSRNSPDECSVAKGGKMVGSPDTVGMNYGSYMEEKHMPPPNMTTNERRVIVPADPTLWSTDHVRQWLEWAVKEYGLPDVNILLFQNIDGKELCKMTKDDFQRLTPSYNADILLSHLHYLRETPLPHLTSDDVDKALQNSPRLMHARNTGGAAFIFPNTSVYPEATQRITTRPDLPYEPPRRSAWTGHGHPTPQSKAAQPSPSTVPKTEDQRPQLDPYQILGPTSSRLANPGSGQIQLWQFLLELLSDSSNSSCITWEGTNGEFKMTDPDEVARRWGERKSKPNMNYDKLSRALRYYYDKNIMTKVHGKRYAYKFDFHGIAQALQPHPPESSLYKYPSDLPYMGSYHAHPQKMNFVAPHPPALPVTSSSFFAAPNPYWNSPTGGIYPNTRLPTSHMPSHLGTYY
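His-tagged ERG Ets domain (1 uM in the protein solution; 300mM KCl, 50mM Tris-HCl, 1mM EDTA, 1mM DTT, pH 7.5) received compound, then a probe mix of 5 nM fluorescein-DNA and 100nM Texas-615-DNA. Fluorescence polarization was read for both dyes.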
PI4K2A block: blocks human PI4K2A kinase activity; Q9BTU6; AID 1346378; activity change, negative = inhibition, % at 76.9 µM; purified PI4K2A, ADP-Glo luminescence, 1 h; stronger effect = lower value; hit rate 0.13% among 420,000; in the data active = activity change below about -50%; inconclusive = mostly about -30% to -49%;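 note: -100% = wells without enzyme as full effect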
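Compounds are screened against recombinant PI4K2A using PI as substrate and ATP, the latter dispensed at 300 microM. Reactions run one hour at ambient temperature before ADP-Glo detection; full inhibition defined by wells lacking enzyme.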
G9a inh: G9a (human) methyltransferase inhibition; Q96KQ7; G9a H3K9 monomethylation, AlphaScreen, 2 h; Potency, µM (titrated, usually from 102 µM), inactives show at the top dose activity, negative = inhibition, actives largely listed as inhibitors; hit rate 8.8% among 350,000; AID 504332; note: potency is the fitted concentration of half-maximal effect; % is set by controls: 0 for no effect and ±100 for the full control effect; nearly all actives have a fitted effect of over 75% in size
Target sequence (Q96KQ7 913-1193 limits assumed): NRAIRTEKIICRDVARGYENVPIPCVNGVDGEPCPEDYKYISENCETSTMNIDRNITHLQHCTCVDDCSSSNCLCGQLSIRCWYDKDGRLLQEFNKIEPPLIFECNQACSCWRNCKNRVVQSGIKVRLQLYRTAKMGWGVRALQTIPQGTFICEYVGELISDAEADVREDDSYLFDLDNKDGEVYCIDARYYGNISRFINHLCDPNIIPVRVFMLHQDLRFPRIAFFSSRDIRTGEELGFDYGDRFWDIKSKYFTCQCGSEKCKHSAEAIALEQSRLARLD
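Readings reflect AlphaScreen signal from monomethyl-H3K9 antibody detection. HMT at 20 nM; substrate b-H3K9 500 nM; cofactor SAM 20 uM; 2 h RT reaction; compounds tested as titrations in qHTS with 15 min preincubation.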
JMJD2A Tudor: blocks the human JMJD2A Tudor domain; AlphaScreen JMJD2A-Tudor / H3K4me3 peptide binding; Potency, µM (titrated, usually from 114 µM), without a hit: top-dose activity change, negative = inhibition, usual class: inhibitors; hit rate 4.4% among 390,000; AID 504339; note: potency is the fitted concentration of half-maximal effect; % is set by controls: 0 for no effect and ±100 for the full control effect; nearly all actives have a fitted effect of over 50% in size
BAZ2B inh: inhibitors of human BAZ2B bromodomain. AlphaScreen BAZ2B-H3K14Ac peptide displacement. Potency, µM (doses to about 114 µM), without a hit: top-dose activity change, negative = inhibition, actives largely listed as inhibitors. hit rate 4.4% among 360,000. Q9UIF8; note: potency is the fitted concentration of half-maximal effect; % is set by controls: 0 for no effect and ±100 for the full control effect; nearly all actives have a fitted effect of over 60% in size
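Compounds, titrated to a top concentration of 110 uM, were incubated 30 min at room temperature with preformed BAZ2B/acetyl-K14 H3 peptide complex (50 nM each). Proximity signal was measured by AlphaScreen after 20 min with beads.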
Active calls of the source: *; i = inactive; ? = inconclusive; . = not tested or not shown; & = joins results of further samples; [ ] = remark or other dose. Unless noted, calls come from the whole dose curve; as a rule, active = well fitted curve in the direction sought with a large enough effect; inconclusive = small, poorly fitted or top-dose-only effect, or another doubt; inactive = no such curve, though single readings can be large; an effect the other way counts as inactive or inconclusive.

SMILES | HP1b binding inh | RGS4 inhibitor | GLS inh | ALOX12 inh | ERG Ets-DNA blk | PI4K2A block | G9a inh | JMJD2A Tudor | BAZ2B inh
CCOCCCNC(=O)C1CCN(S(=O)(=O)c2c(C)noc2/C=C\c2ccc(OC)cc2)CC1 | 14% | 23% | -3% | 0% | 5% | 7 | . | -10% | .
CCn1c(=O)c2c(nc3n2CCCN3c2cccc(C)c2)n(C)c1=O | 6% | 19% | 2% | ? | -2% | -2 | -9% | -16% | -24%
COc1ccc(N2C(=O)CSC23C(=O)N(CC(=O)NCCc2ccccc2)c2ccccc23)cc1 (configuration not stated) | 26% | -2% | 4% | -5% | -1% | 5 | -3%[59 µM] | -9% | 6%[57.1 µM]
Cc1nc2ccccc2nc1N/N=C/c1ccc(O)cc1 | 14% | -32% | -11% | -22% | 7% | -1 | . | -35% | ?
Cc1ccc(NC(=O)Cn2c(=O)oc3cc(S(=O)(=O)N4CCCCC4)ccc32)c(Cl)c1 | 39%[activator] | 0% | 9% | -17% | 1% | -6 | 6%[59 µM] | -5% | 7%
CCOC(=O)c1c(NC(=S)NC(=O)/C=C/c2cccs2)sc(C)c1C | 11% | 20% | 3% | -23% | -2% | -1 | 8% | -9% | -8%
O=C(NCc1cccs1)c1cc2c(s1)-c1ccccc1OC2 | 93%[activator] | ? | 5% | -9% | 9% | -8 | 27% | 44%[activator] | 46%[activator]
Cc1ccc(C)c(N(C)C(=O)C2CCN(S(=O)(=O)c3cccc4nsnc34)CC2)c1 | 30% | -5% | -1% | 0% | 0% | 1 | -1%[59 µM] | -19% | .
CCOc1ccccc1N(CC)C(=O)Cn1ncc2c([nH]c3ccccc32)c1=O | 16% | -12% | -6% | ? | 3% | 8 | -1%[59 µM] | 6% | 2%
N/C(=N\OC(=O)c1ccccc1)c1ccccn1 | 34% | -4% | 0% | -2% | -17% | -67* | . | -4% | -32%
CCOc1ccccc1NC(=O)c1ccc2c(=O)n3c(nc2c1)CCCCC3 | 33% | -23%[56.9 µM] | -7% | 17% | 3% | -1 | 22% | -17% | -20%
COc1ccc(NC(=O)CCC2CCCC2)cc1OC | 41% | 7% | -12% | -20% | -1% | 9 | -2%[12.7 µM] | 7% | -13%
Cc1nn(-c2ccccc2)c(/N=C/c2ccc(O)cc2)c1-c1ccccc1 | 34% | -53% | -1% | 1% | 42%[activator] | -3 | 13%[59 µM] | 1% | 8%
COc1cc2cc(C(=O)N/N=C/c3cccc(OC)c3OC)[nH]c2cc1OC | 19% | 19%[56.9 µM] | 25% | i | 0% | -1 | -12% | -30% | -5%
CN(C)c1c([N+](=O)[O-])cc2[nH]c(=O)[nH]c2c1[N+](=O)[O-] | ? | 1% | 20% | -29% | 13% | -20 | ? | -31% | ?
Cc1oc(-c2ccc(Cl)cc2)nc1CS(=O)CC(=O)NC1CCCCC1 (configuration not stated) | 12%[57 µM] | -35% | -4% | -16% | 15% | -5 | ? | -14% | -10%
O=c1nc2ccccc2c2n1CC(CN1CCN(c3cccc(Cl)c3)CC1)N2 (configuration not stated) | 10% | 19% | 17% | 5% | -8% | -1 | -9%[12.7 µM] | -8% | -9%
O=C(c1ccco1)N1CCN(Cc2cccnc2)CC1 | -45% | ? | 4% | ? | -4% | 9 | 3.5µM* | 3.5µM* | 25µM*
COc1ccc2c(CC(=O)N[C@@H](Cc3ccccc3)C(=O)O)cc(=O)oc2c1 | 27% | 2% | 2% | 18% | -2% | -4 | 14% | -5% | -1%
COc1ccc(/C=N/n2c(SC)nnc2-c2ccccc2)cc1C | -4% | 11% | 11% | -53% | 4% | -1 | -6%[59 µM] | -33% | -35%
CCOc1ccc(CNC(=O)C2CCCCN2S(=O)(=O)c2ccc(F)cc2)cc1OC (configuration not stated) | 30% | -9% | 2% | -21% | -3% | -1 | 15%[59 µM] | -17% | -6%
COc1cc(Cl)c(C)cc1NC(=O)CSC | 16% | -23% | 4% | 0% | 2% | -4 | 3% | -2% | 4%
COc1ccc(S(=O)(=O)N2CCC(C(=O)N(CC(C)C)C3CCS(=O)(=O)C3)CC2)cc1OC (configuration not stated) | 16% | 9% | -4% | -12% | 8% | 2 | -31% | -15% | 9%
Cc1cccc(C)c1-n1cccc1/C=C1/C(=N)N2C(=NC1=O)SN=C2S(C)(=O)=O | 8% | 1% | -5% | ? | ? | -2 | 32µM* | -23% | -28%
Cc1ccc(S(=O)(=O)N2CCCC(C(=O)NCc3ccc4c(c3)OCO4)C2)cc1 (configuration not stated) | 28% | 8% | 2% | -17% | -1% | 0 | -9% | -15% | -4%
CCOC(=O)Cn1c(CN(Cc2ccccc2)Cc2ccccc2)nc2c1c(=O)n(C)c(=O)n2C | 26% | -54% | -1% | -17% | 14% | 2 | -43% | ? | 7%
COc1ccccc1N1CCN(S(=O)(=O)c2ccc(-n3cnnn3)cc2)CC1 | 52%&23%[activator] | 14%&1% | -2%&-1% | 3%&0% | -11%&-3% | -4&-3 | 0% | 21%&-3% | ?
Cc1cn(CC2COC(C)(C)O2)c(=O)[nH]c1=O (configuration not stated) | -17% | -8%[11.4 µM] | ? | -4% | 9% | -15 | -2% | -17%[11.4 µM] | 4%
CCN(CC)C(=O)[C@H]1C[C@H](CC(=O)NC/C=C(\C)CCC=C(C)C)C(=O)N2CCc3c([nH]c4ccc(Cl)cc34)[C@]12C | 6% | -13% | -1% | ? | -5% | -1 | . | -29% | .
O=C1C(c2ccccc2)=[N+]([O-])c2ccccc21 | ? | -84% | -10% | -19% | -16% | -2 | -11%[2.33 µM] | 25µM* | 10µM*
CCn1cc(C(=O)NCC2COc3ccccc3O2)c2cc(OC)c(OC)cc2c1=O (configuration not stated) | 29% | -20% | 12% | 9% | 12% | 1 | 8%[59 µM] | -12% | ?
Cc1cccc(NC(=O)c2cccc(N3C(=O)C4C5C=CC(C6CC56)C4C3=O)c2)c1 (configuration not stated) | 49%[activator] | ? | -1% | 2% | -19% | -1 | . | -14% | -7%
COc1ccc(-n2ncc(C(=O)N3CCc4ccccc4C3)c2C2CCN(C(=O)OC(C)(C)C)CC2)cc1 | -3% | -5% | 5% | -23% | 1% | -3 | ? | -24% | -1%[57.1 µM]
COc1ccccc1N1CCN(C2CCCN(C(=O)CCc3c(C)noc3C)C2)CC1 (configuration not stated) | 15% | 33% | 25% | 3% | -4% | 2 | 15% | 1% | -5%[57.1 µM]
Cc1ccccc1OCC(=O)NNC(=O)CSc1nc(N)cc(N)n1 | -11% | ? | 14% | -12% | -6% | 1 | -2% | -18%[11.4 µM] | -9%
CCOC(=O)c1c(NC(=O)CC2SC(N)=NC2=O)sc(C)c1C (configuration not stated) | 22% | 24% | 5% | -12% | -9% | 1 | ? | -9% | -15%
Cc1ccccc1CS(=O)(=O)Cc1ccc(C(=O)NCc2cccnc2)o1 | 41%[activator] | 1% | -4% | 6% | 0% | 12 | -10%[0.501 µM] | -7% | 0%
O=C(CCS(=O)(=O)CCN1CCOCC1)NCNC(=O)CCS(=O)(=O)CCN1CCOCC1 | 33% | -4% | 1% | 6% | 0% | -1 | 11% | -9% | -14%
OCC1(Cc2ccccc2C(F)(F)F)CCN(Cc2cccc3cnccc23)CC1 | -2% | 5% | 9% | -6% | 9% | 0 | ? | -22% | -17%
Cc1ccc(-n2ncc3c(NCCCn4ccnc4)ncnc32)c(C)c1 | 25% | 13% | 1% | 2%[57.4 µM] | -4% | -9 | ? | -32% | -1%
COc1ccccc1CNS(=O)(=O)c1c(C(=O)N2CCC(C)CC2)c(C)n(C)c1C | 14% | 3% | 1% | -25% | -2% | -2 | 8%[59 µM] | -27% | -15%
COc1cc(NC(=O)c2ccc(COCC(F)(F)F)o2)cc(OC)c1OC | 0% | 2% | 14% | 0% | . | -2 | 11%[12.7 µM] | -6% | -2%
COc1cc(C2c3c(-c4ccccc4O)n[nH]c3C(=O)N2Cc2ccncc2)ccc1O (configuration not stated) | 45%[activator] | 7% | 30%[activator] | 0% | 2% | -14 | 8%[59 µM] | -30% | -24%
CCC(C)[C@@H](N)C(=O)N/N=C/c1cccc2nccnc12 (some centres not stated) | 22% | -12% | 4% | . | 3% | -7 | -42% | 50µM* | 79µM*

Three structures out of the list, ordered by molar mass, descending.
SMILES | HP1b binding inh | RGS4 inhibitor | GLS inh | ALOX12 inh | ERG Ets-DNA blk | PI4K2A block | G9a inh | JMJD2A Tudor | BAZ2B inh
COc1cc(NC(=O)c2ccc(COCC(F)(F)F)o2)cc(OC)c1OC | 0% | 2% | 14% | 0% | . | -2 | 11%[12.7 µM] | -6% | -2%
Cc1ccccc1CS(=O)(=O)Cc1ccc(C(=O)NCc2cccnc2)o1 | 41%[activator] | 1% | -4% | 6% | 0% | 12 | -10%[0.501 µM] | -7% | 0%
CCOC(=O)c1c(NC(=O)CC2SC(N)=NC2=O)sc(C)c1C (configuration not stated) | 22% | 24% | 5% | -12% | -9% | 1 | ? | -9% | -15%

Some of the compounds tested. The share of hits here may be higher or lower than overall.
